# From PubChem BioAssay
# IkB sig inh: inhibitors of IkB signaling in ABC-DLBCL cells; ABC-DLBCL IkBa-CBG/CBR dual luciferase ratio, 4 h; response scale: scaled: untreated 0%, proteasome inhibitor 100%; Potency, µM (titrated, usually from 57.1 µM), inactives show top-dose IkBa stabilization activation; actives 0.04% (n = 110,000); AID 445; active = well fitted curve in the direction sought with a large enough effect in the signal ratio, not every such curve was filed as active; inconclusive = small, poorly fitted or top-dose-only effect, or a change in a side signal; the % refers to the signal ratio;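 also: the direction sought is a rising ratio; 0% = basal untreated cells and 100% = reference inhibitor full response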
#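 Luminescence ratio of IκBα-fused green versus native red beetle luciferase in OCI-Ly3 cells, 4 h post-doxycycline with compound; red signal alone, scaled from basal (0%) to zero light (-100%), flagged nonspecific or cytotoxic effects.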
# p53ts 39C kill: kills p53ts cells at the nonpermissive temperature. actives 1.5% (n = 130,000). Potency, µM (doses to about 46.1 µM), for the others: top-dose activity change, negative = cell killing, usual class: cytotoxic. H1299-p53A138V viability at 39C, ATP luminescence, 24 h; also: nearly all actives have a fitted effect of over 55% in size
# Imprint erasure: inducers of genomic imprint erasure in mouse ES cells; mouse ES Peg3-LacZ reporter, beta-gal luminescence, 40 h; Potency, µM (highest dose often 60.7 µM), for the others: at the highest dose activity change, positive = activation, most hits filed as activators; actives 0.02% (n = 110,000); AID 1948;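 also: 0% = negative control wells on the plate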
#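 Imprint erasure is scored as LacZ activity from the silenced maternal Peg3 allele in feeder-free female ES cells cultured 40 h with LIF. Luminescence is normalized to in-plate negative controls and fitted to the Hill equation.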
# p53ts 32C kill: kills p53ts cells at the permissive temperature | H1299-p53A138V at 32C, ATP luminescence viability, 24 h | Potency, µM (series often up to 46.1 µM), inactives show at the top dose activity change, negative = cytotoxicity, usual class: cytotoxic | actives 0.93% (n = 130,000) | AID 924;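 also: 0% = DMSO and -100% = full killing by reference compound; nearly all actives have a fitted effect of over 55% in size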
#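 Viability by ATPlite luminescence after 24 h compound treatment (up to 46 uM) at the permissive 32C. Cells are H1299 carrying p53 A138V. Scale runs from DMSO basal to 100 uM tamoxifen as full kill; AC50 from Hill fits.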
# An asterisk follows results filed as active; ? = inconclusive; nt = not tested or not shown; [ ] = another dose, or the depositor's remark. Unless noted, calls follow the shape of the dose curve; as a rule, active = well fitted curve in the direction sought with a large enough effect; inconclusive = small, poorly fitted or top-dose-only effect, or another doubt; inactive = no such curve, though single readings can be large; an effect the other way counts as inactive or inconclusive. Unless noted, % is scaled to controls: 0 for no effect and ±100 for the full control effect; potency is read from the fitted curve at half-maximal effect. Outcome played no part in choosing rows, and some 1.7% of all compounds hit somewhere here.
# Screens in order: IkB sig inh	p53ts 39C kill	Imprint erasure	p53ts 32C kill
> CCCC[C@H](CC)CN1CN(C[C@@H](CC)CCCC)CC(C)(N)C1
→ -0.5%[25.6 µM]	-4%[20.6 µM]	-2%[16.8 µM]	-3%[20.6 µM]
> Cc1cc(C)cc(-n2cnc3cc(C(=O)NC4CCCCCC4)ccc32)c1
→ ?	8%	-13%[10.9 µM]	11%
> CC(=O)c1c(C)[nH]c(C(=O)N2CCc3ccccc3C2)c1C
→ 11%	-23%	-13%	6%
> O=C(Nc1ccc2c(c1)oc1ccccc12)c1ccc2c(c1)OCO2
→ ?	5%	-58%[inhibitor]	-4%
> Cc1ccc2ncc3c(-c4ccccc4)nn(CC(=O)NC4CCCCC4)c3c2c1
→ 0.4%	-11%	-8%[10.9 µM]	-2%
> COc1ccc(C(=O)CSc2nnc(CNC(=O)c3ccc(OC)cc3)n2C)cc1
→ 4.3%	6%	-3%	6%
> CCc1cccc(NC(=O)Cn2nc3c4cc(F)ccc4n(Cc4cccc(C)c4)cc-3c2=O)c1
→ -1.1%	-20%	-6%[10.9 µM]	-17%
> COc1cc(-c2nnc3sc(-c4cccs4)nn23)cc(OC)c1OC
→ 3.4%	4%	-7%	4%
> CN1CCN(c2nc3c(c(=O)n(C)c(=O)n3C)n2CCSc2nc3ccccc3s2)CC1
→ 0.8%	8%	-3%	-13%
> CCOC(=O)c1cccc(NC(=O)C(C)n2nc(C)c3c(C)n(-c4ccccc4)nc3c2=O)c1 (stereo unspecified)
→ ?	-4%	-7%[10.9 µM]	-1%
> CC(C)CCOc1cccc(OCC(=O)NC2CCS(=O)(=O)C2)c1 (stereo unspecified)
→ -0.4%	-5%	-9%	0%
> O=C(O)c1cccc(OCCO)c1
→ 0.5%[11.4 µM]	10%[9.22 µM]	-12%[10.9 µM]	-5%[9.22 µM]
> COCCNc1nc2c(c(=O)n(Cc3cccc(Cl)c3)c(=O)n2C)n1C
→ ?	5%	-9%[10.9 µM]	0%
> O=S(=O)(Nc1cccc(-c2ccc(N3CCCC3)nn2)c1)c1cc(F)ccc1F
→ -2.9%	-17%	-23%[10.9 µM]	-12%
> CC(C)Cc1cc(C(=O)Nc2cc(Br)ccc2O)no1
→ ?	8%	-28%	14%
> COc1cccc(CNc2nc3ccccc3c3nc(-c4cccc(C)c4)nn23)c1
→ -1.3%	-14%	?	-8%
> CCc1ccc(NC(=O)CSc2nc3c(c(=O)[nH]2)CN(Cc2ccc4c(c2)OCO4)CC3)cc1
→ -0.6%	-7%	-12%[10.9 µM]	1%
> COc1cc(C(=O)Nc2cccc(-c3nc4cc(C)ccc4o3)c2)cc(OC)c1OC
→ nt	-27%	nt	-25%
> Cc1cccc(N2CCN(C(=O)c3c(C)oc4ncnc(N5CCOCC5)c34)CC2)c1C
→ ?	?	-2%[10.9 µM]	4%
> COc1ccc(NC(=O)C(C)N(c2ccc(C)cc2)S(C)(=O)=O)c(OC)c1 (stereo unspecified)
→ 1.9%	6%	-9%	-3%
> CCOc1ccccc1CNC(=O)c1cc2occc2n1C
→ 1.8%	-8%	-10%	-1%
> COc1cc(OC)cc(C(=O)N2CC(=O)Nc3ccc(Cl)cc3C2c2ccccc2)c1 (stereo unspecified)
→ ?	-9%	-6%[10.9 µM]	20%
> CCCn1c(-c2ccc(F)cc2)nc2c(NCC3CCN(C)CC3)nc(C)nc21
→ nt	3%	-11%	-1%
> Cc1cc(NC(=O)COc2ccccc2)n(-c2ccccc2)n1
→ 4.6%	-6%	-25%	1%
> Cc1ccc(Nc2nc3ccc(C(=O)c4ccccc4)cc3n3c(C)nnc23)c(C)c1
→ ?	-16%	-8%[10.9 µM]	3%
> Cc1nc2ccccc2c(=O)n1NCc1cc(Br)cs1
→ -2.7%	13%	-4%	-21%
> COc1ccc(C)cc1-n1nnnc1SCC(=O)Nc1cc(C)on1
→ 0.5%	-1%	-19%	5%
> CCOc1ccc(CCNC(=O)c2nn(C)c3c2CSc2ccccc2-3)cc1
→ ?	2%	-4%[10.9 µM]	-2%
> CN(C)S(=O)(=O)c1cccc(C(=O)Nc2ccc(Cl)cn2)c1
→ 0.2%	-17%	-13%	-20%
> CCCC(=O)NCc1ccc2c(c1)cc(C)n2C
→ 2.9%	-23%	-19%	-6%
> CCN(Cc1ccccc1)S(=O)(=O)c1ccc2oc(C(=O)O)c(C)c2c1
→ 0.4%	8%	-4%	2%
> c1cn(-c2cc(-c3ccc4c(c3)OCO4)ncn2)cn1
→ 0.9%[11.4 µM]	-6%	6%	16%
> O=C(Nc1cccc(Br)c1)N1CCN2CCCCC2C1 (stereo unspecified)
→ ?	29%	3%[10.9 µM]	-8%
> O=C(NC1CCCCC1)c1ccccc1NC(=O)C1CC1
→ nt	11%	nt	-8%
> COc1ccc(-c2nnc3sc(CCN4C(=O)c5ccccc5C4=O)nn23)cc1
→ -1.4%	2%	-9%	4%
> O=S(=O)(Nc1ccc(Cl)cc1Cl)c1cc(Cl)ccc1Cl
→ nt	-26%	nt	2%
> O=c1[nH][nH]c(=S)c(=O)[nH]1
→ 1.2%[11.4 µM]	12%[9.22 µM]	-8%[10.9 µM]	7%[9.22 µM]
> C/C(CC(O)(/C=N/O)c1ccccc1)=N\O (stereo unspecified)
→ 2.8%	5%	0%	5%
> COc1cc(C)c(N(C(C)=O)c2ccccc2)c(C)c1
→ -0.2%	4%	-5%	-5%
> CCOC(=O)C(C#N)c1ccccn1 (stereo unspecified)
→ 1.0%	1%	1%	-11%
> Nc1nonc1C(=O)NCCNCc1ccccc1F
→ -1.5%	4%	6%[10.9 µM]	-8%
> C/C(CCN1CCCCc2nc(C)c(C)cc21)=N\O[C@@H](C)c1cn([C@@H]2COC[C@@H]2O)nn1
→ nt	8%[9.22 µM]	nt	9%[9.22 µM]
> COc1cccc(-n2cc(C(=O)Nc3cc(OC)c(OC)c(OC)c3)c3ccccc3c2=O)c1
→ 1.0%	-19%	23%[10.9 µM]	-5%
> O=C(Nc1nnc(C2CC2)o1)c1ccc(S(=O)(=O)N2CCCc3ccccc32)cc1
→ 18%	?	-33%[inhibitor]	13%
> Nc1nc(-c2ccc(Cl)cc2)cc(C(F)(F)F)n1
→ -2.6%	-13%	-13%	-6%
> CCCCOC(=O)c1ccc(NC(=O)CSCc2n[nH]c(=O)[nH]2)cc1
→ -2.0%	-22%	-3%	-5%
> Cc1nn(CC(=O)NCCc2ccccc2)c(=O)c2ccccc12
→ -1.1%	-19%	-3%	10%
> COCC(=O)O
→ -1.2%	1%	9%	-12%[1.84 µM]
> CCCCC(=O)NCCc1ccc(S(N)(=O)=O)cc1
→ -2.8%	10%	-9%	12%
> Cc1nc(N2CCOCC2)c2nc(-c3ccccc3)n(CCN3CCCCC3)c2n1
→ nt	-1%	1%	-1%
> CSC1=C(C#N)C(c2cccs2)CC(=O)N1C (stereo unspecified)
→ 0.4%	-11%	8%	1%
> Cc1ccc(OC(=S)Nc2ccc(F)cc2)cc1
→ nt	5%	nt	-3%
> COCCCn1c(CCC(=O)O)ccc1-c1ccc(F)cc1
→ ?	19%	?	9%
> CC(=O)N1CCN(c2ccccc2NC(=O)c2cc(Br)ccc2Cl)CC1
→ 9.5%	5%	-19%	0%
> Cn1c(C(=O)N2CCN(c3ccc(F)cc3)CC2)cc2c(=O)n(C)c3ccccc3c21
→ 1.6%	-20%	-6%	-5%
> CCOC(=O)c1c(-c2ccccc2)csc1NC(=O)c1cc(-c2cccc(Cl)c2)on1
→ 1.6%	7%	-1%[10.9 µM]	-2%
> COc1ccc2c(c1)OC1(C)CC2C(C(=O)c2ccccc2OC)C(=O)N1 (stereo unspecified)
→ -3.6%	3%	-8%	15%
> CSc1oc(-c2ccco2)nc1S(=O)(=O)c1ccc(F)cc1
→ 0.6%	-6%	-4%	8%
> CCOC(=O)Cc1nnc(Nc2ccc(C)cc2)c2ccccc12
→ nt	5%	nt	-8%
> COc1cccc(Cn2c(=O)n(Cc3ccccc3)c(=O)c3c2c2cc(OC)ccc2n3C)c1
→ 0.0%	-8%	8%[10.9 µM]	7%

# Pulled one by one from above:
# Screens in order: IkB sig inh	p53ts 39C kill	Imprint erasure	p53ts 32C kill
> O=C(Nc1cccc(Br)c1)N1CCN2CCCCC2C1 (stereo unspecified)
→ ?	29%	3%[10.9 µM]	-8%
> O=c1[nH][nH]c(=S)c(=O)[nH]1
→ 1.2%[11.4 µM]	12%[9.22 µM]	-8%[10.9 µM]	7%[9.22 µM]
> CCN(Cc1ccccc1)S(=O)(=O)c1ccc2oc(C(=O)O)c(C)c2c1
→ 0.4%	8%	-4%	2%
> O=C(Nc1nnc(C2CC2)o1)c1ccc(S(=O)(=O)N2CCCc3ccccc32)cc1
→ 18%	?	-33%[inhibitor]	13%

# (listing goes on)
# Screens in order: IkB sig inh	p53ts 39C kill	Imprint erasure	p53ts 32C kill
> COCCCNC(c1ccccc1)c1ccncc1 (stereo unspecified)
→ 4.6%	-1%	nt	0%
> O=C(CSc1nnc(CNc2ccc(Cl)cc2)n1Cc1ccccc1)NCc1ccco1
→ ?	-17%	4%	-7%
> CCCCOc1ccc(Cl)cc1CSc1nncn1N
→ -3.0%	-6%	0%	-3%
> Cc1cc2ccccc2n1-c1ccc(C(=O)N2CCC(C(=O)NCc3ccccc3Cl)CC2)s1
→ ?	-26%	-3%[10.9 µM]	-2%
> CCCCCN=C(C)c1c(O)c2ccccc2oc1=O
→ -3.0%	-5%	-19%	-5%
> CC1CCN(CCCNC(=O)CN2C(=O)CSc3ccc(S(=O)(=O)N4CCC(C)CC4)cc32)CC1
→ 0.4%	?	-21%[10.9 µM]	-5%
> CC(=O)NCCNc1nc(-c2ccccc2C)nc2ccccc12
→ 1.3%[11.4 µM]	-4%	10%	2%
> Cc1cc(C(=O)CN2C(=O)c3ccccc3C2=O)c(C)n1C1CC1
→ 0.7%	-4%	-7%	-11%
> CCOC(=O)c1ncn2c1C(=O)OC2(C)C
→ 2.5%	-10%	-6%	-24%
> COc1ccc(C2C(C(=O)Nc3ccc(C)cc3C)=C(C)Nc3nc(SCc4cccc(C)c4)nn32)c(OC)c1 (stereo unspecified)
→ 0.5%	25%	8%[10.9 µM]	4%
> CCc1ccc(OCc2nc(-c3ccc(OC)c(OC)c3)no2)c(Br)c1
→ ?	-3%	-9%[10.9 µM]	-12%
> CCc1cccc(CC)c1NC1=NS(=O)(=O)c2ccccc21
→ 2.6%	17%	6%[10.9 µM]	5%
> O=C1NC(NS(=O)(=O)c2ccccc2)(C(F)(F)F)C(=O)N1c1ccc(F)cc1 (stereo unspecified)
→ -1.3%	27%	-10%[10.9 µM]	-4%
> CCn1c2ccccc2c2cc(C3C(C#N)=C(N)OC4=C3C(=O)CC(C)(C)C4)ccc21 (stereo unspecified)
→ 3.0%	1%	-6%	5%
> C/C(CCN1CCCc2nc(C)c(C)cc21)=N\O[C@@H](C)CN1CCCCc2nc(C)c(C)cc21
→ nt	6%[9.22 µM]	nt	-1%[9.22 µM]
> Cc1oc2ncn(C)c(=O)c2c1C(=O)NC(C)c1ccccc1 (stereo unspecified)
→ -0.8%	15%	-10%[10.9 µM]	18%
> CCOc1ccc(OCC)c(NS(=O)(=O)c2cccc3nsnc23)c1
→ 1.1%	-4%	-19%	-4%
> O=C(CC1Nc2ccccc2NC1=O)Nc1ccccc1 (stereo unspecified)
→ 9.3%	-4%	-3%	-8%
> c1ccc(Cc2nn3c(C4COc5ccccc5O4)nnc3s2)cc1 (stereo unspecified)
→ 0.0%	4%	-3%	-9%
> c1ccc(NC(=NCc2ccco2)c2ccccc2)cc1
→ 0.3%	-9%	-15%	-9%
> CCCCNC(=O)C1CCN(c2nc3ccccc3nc2C(F)(F)F)CC1
→ -0.6%	-5%	-7%[10.9 µM]	13%
> CCCOc1ccc(NC(=O)CC2C(=O)N(c3ccc(C)cc3)C(=O)N2CCc2ccncc2)cc1 (stereo unspecified)
→ ?	-4%	-6%[10.9 µM]	-6%
> COc1ccc(-c2cc(C(=O)NCc3cc(OC)c(OC)c(OC)c3)[nH]n2)cc1
→ ?	-8%	6%[10.9 µM]	10%
> Cc1ccc(C)c(CSc2nnc([C@@H](N)C(C)C)o2)c1
→ 0.6%	4%	-4%	-4%
> CCC(=O)c1ccc(OCCn2cncn2)cc1
→ 0.8%	6%	-10%	1%
> COc1ccc(CNCCNC(=O)c2ccco2)c(OC)c1OC
→ -0.5%	-10%	-9%	-6%
> CC(C)CC(=O)Nc1ccc2oc(-c3cccnc3)nc2c1
→ -2.0%	?	-17%	?
